POLH inh = inhibitors of human DNA polymerase eta; Q9Y253; recombinant Pol eta, fluorescent DNA replication assay; Potency, µM (highest dose often 114 µM), inactives show at the top dose activity change, negative = inhibition, most hits filed as inhibitors; 1.2% of 390,000 active; AID 588591; also: % is scaled to controls: 0 for no effect and ±100 for the full control effect
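Fluorescent replication assay: 50 nM final substrate added after a 15 min room-temperature compound preincubation with 10 nM enzyme. Signal taken at 0 min and again at 10 min.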
APEX1 inh = blocks human APE1 abasic DNA cleavage | 0.35% of 350,000 active | Potency, µM (titrated, usually from 65.8 µM), inactives show at the highest dose activity change, negative = inhibition, most hits filed as inhibitors | recombinant APE1, TAMRA/BHQ-2 abasic DNA cleavage fluorescence | AID 2517;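 also: plate controls were vehicle for no effect and reference inhibitor for full effect; nearly all actives have a fitted effect of over 55% in size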
Target sequence (P27695 whole entry, looked up): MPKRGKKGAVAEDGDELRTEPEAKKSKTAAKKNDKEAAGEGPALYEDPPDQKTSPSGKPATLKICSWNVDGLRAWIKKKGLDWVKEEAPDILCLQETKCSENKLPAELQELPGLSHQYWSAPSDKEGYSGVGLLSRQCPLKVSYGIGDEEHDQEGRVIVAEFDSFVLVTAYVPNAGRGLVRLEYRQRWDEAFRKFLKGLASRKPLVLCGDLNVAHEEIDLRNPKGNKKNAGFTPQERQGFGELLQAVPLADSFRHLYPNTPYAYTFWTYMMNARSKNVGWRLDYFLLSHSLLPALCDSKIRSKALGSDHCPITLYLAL
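Measures dequenching upon AP-site incision of a 5'-TAMRA/3'-BHQ-2 THF-containing duplex, 50 nM; human APE1 0.75 nM after 15 min room-temperature exposure to compound; kinetic three-point read at one-minute spacing.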
BLM inh = inhibitors of human Bloom syndrome helicase BLM. recombinant BLM DNA unwinding, fluorescence dequenching. 0.2% of 350,000 active. Potency, µM (highest dose often 56.1 µM), for inactives: at the top dose activity change, negative = inhibition, actives largely listed as inhibitors. P54132;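 also: plate controls were vehicle for no effect and no enzyme for full effect; nearly all actives have a fitted effect of over 35% in size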
Pol kappa inh = inhibitors of human DNA polymerase kappa; purified Pol kappa, fluorescent DNA synthesis assay, 10 min; AID 588579; Potency, µM (doses to about 107 µM), for inactives: top-dose activity, negative = inhibition, most hits filed as inhibitors; Q9UBT6; 0.53% of 400,000 active; also: % is scaled to controls: 0 for no effect and ±100 for the full control effect
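Fluorescent qHTS in 1536-well format: enzyme (10 nM) and compound sat 15 min at room temperature before 50 nM substrate (final) was added. Signal taken at 0 and 10 min; no-enzyme buffer wells were negative controls.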
BAZ2B inh = blocks human BAZ2B; AlphaScreen BAZ2B-H3K14Ac peptide displacement; AID 504333; 4.4% of 360,000 active; Potency, µM (series often up to 114 µM), for inactives: at the highest dose activity change, negative = inhibition, most hits filed as inhibitors; Q9UIF8; also: % is scaled to controls: 0 for no effect and ±100 for the full control effect; nearly all actives have a fitted effect of over 60% in size
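AlphaScreen luminescence quantifies BAZ2B engagement of H3K14Ac peptide; the protein and biotinylated peptide are both at 50 nM final, buffer PBS pH 7.4 with 0.01% Tween-20, all steps at room temperature.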
Apoferritin bind = candidate novel general anesthetic via apoferritin binding; P02791; apoferritin/1-aminoanthracene competitive binding, fluorescence; Potency, µM (titrated, usually from 77.5 µM), for the others: at the highest dose activity change, negative = displacement, most hits filed as inhibitors; 0.074% of 350,000 active; AID 485281; also: % is scaled to controls: 0 for no effect and ±100 for the full control effect; nearly all actives have a fitted effect of over 20% in size
Target sequence (P02791 2-175 limits assumed): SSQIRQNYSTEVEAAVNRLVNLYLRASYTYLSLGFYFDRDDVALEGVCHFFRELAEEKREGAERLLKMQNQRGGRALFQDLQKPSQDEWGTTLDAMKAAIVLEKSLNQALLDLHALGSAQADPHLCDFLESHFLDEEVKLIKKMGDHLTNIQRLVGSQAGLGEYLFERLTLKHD
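Read-out: endpoint 1-AMA fluorescence, excitation 380 nm and emission 535 nm, after compounds sit 10 min at room temperature with 10 uM horse-spleen apoferritin in 50% saturated 1-AMA/PBS. Values come from four-parameter Hill fits.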
POLB inh = blocks human DNA polymerase beta activity; Pol beta primer extension/strand displacement, fluorescence kinetic; P06746; 1.3% of 340,000 active; Potency, µM (doses to about 114 µM), for the others: at the highest dose activity change, negative = inhibition, actives largely listed as inhibitors; also: % is scaled to controls: 0 for no effect and ±100 for the full control effect
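Reaction started by 50 nM substrate onto compound-treated Pol beta (10 nM, 15 min preincubation, room temperature); plates read at 0 min and 10 min. Normalized concentration-effect data fitted by four-parameter Hill equation.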
Pol iota inh = inhibitors of human DNA polymerase iota; Potency, µM (series often up to 115 µM), for inactives: at the top dose activity, negative = inhibition, actives largely listed as inhibitors; 1% of 390,000 active; AID 588590; Q9UNA4; Pol iota fluorescent replication assay, 10 min
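Fluorescent replication assay read twice, at 0 min and 10 min after adding 50 nM (final) substrate. Enzyme (10 nM) and compounds were first incubated 15 min at room temperature; enzyme-free buffer wells were negative controls.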
G9a block = inhibitors of human histone lysine methyltransferase G9a; Q96KQ7; 8.8% of 350,000 active; Potency, µM (top dose mostly 102 µM), without a hit: top-dose activity, negative = inhibition, hits mostly inhibitors; G9a H3K9 monomethylation, AlphaScreen, 2 h; AID 504332; also: % is scaled to controls: 0 for no effect and ±100 for the full control effect; nearly all actives have a fitted effect of over 75% in size
Target sequence (Q96KQ7 913-1193 limits assumed): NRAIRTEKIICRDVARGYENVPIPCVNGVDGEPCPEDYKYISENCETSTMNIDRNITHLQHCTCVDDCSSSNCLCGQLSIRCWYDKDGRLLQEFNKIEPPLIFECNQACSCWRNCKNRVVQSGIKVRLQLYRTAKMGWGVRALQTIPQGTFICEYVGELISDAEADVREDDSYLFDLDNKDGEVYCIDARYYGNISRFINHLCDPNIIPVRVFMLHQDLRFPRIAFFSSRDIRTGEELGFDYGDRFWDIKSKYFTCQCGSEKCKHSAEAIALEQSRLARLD
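Quantitative HTS format: methyltransferase activity on a biotin-tagged H3K9 peptide is measured by AlphaScreen, using a rabbit anti-monomethyl-H3K9 antibody with streptavidin donor and anti-IgG acceptor beads. Final levels are 20 nM enzyme, 500 nM peptide, 20 uM SAM; 2 h RT.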
* marks the source's active call; other numbers are inactive results; ? = inconclusive; · = no result given; & = joins results of further samples; [ ] = remark or other dose. Calls follow the shape of the dose curve; as a rule, active = well fitted curve in the direction sought with a large enough effect; inconclusive = small, poorly fitted or top-dose-only effect, or another doubt; inactive = no such curve, though single readings can be large; an effect the other way counts as inactive or inconclusive. Potency is read from the fitted curve at half-maximal effect. Some of the compounds tested, so the mix of outcomes need not match the whole.

SMILES	POLH inh	APEX1 inh	BLM inh	Pol kappa inh	BAZ2B inh	Apoferritin bind	POLB inh	Pol iota inh	G9a block
Cc1cc(C)cc(-n2c(SCC(=O)Nc3cccc(S(=O)(=O)NC4=NCCCCC4)c3)nc3ccccc3c2=O)c1	-17%	0%	-3%	1%	-4%	-1%	-24%[57.1 µM]	-8%	?
Cc1c(NS(=O)(=O)c2cccc(C(=O)N3CCCC3)c2)c(=O)n(-c2ccccc2)n1C	-15%	-1%	·	2%	·	·	·	48%[activator]	·
C=CCCN(C(C(=O)OC)C(C)C)S(=O)(=O)c1ccccc1Br (stereo not drawn)	-16%	1%&2%	-3%&-9%	-19%&18%	45%[activator]	0%&-1%	-16%	-2%&161%	30%[12.7 µM]
O=C(COc1ccc(Cl)cc1)NNC(=O)CSc1nncs1	-20%	15%	1%	-11%	1%	-2%	?	143%[activator]	1%
O=C(Cn1nnc2ccccc21)c1ccccc1	-9%	1%	2%	-13%	6%	-2%	2%	18%	?
Nc1nnc(SCC(=O)Nc2ccccc2C(F)(F)F)s1	5%	·	-5%	15%	25%	4%	11%	21%	30%[59 µM]
O=C(COC(=O)/C=C/c1ccc([N+](=O)[O-])cc1)NC(c1ccccc1)c1ccccc1	-12%	-3%	3%	-7%	8%	-13%	46%	14%	-12%[59 µM]
COc1ccccc1C(=O)N(C)CC(=O)Nc1ccc(N2CCOCC2)cc1	-19%	4%	·	3%	1%	·	·	20%	?
CN(Cc1ccsc1)C(=O)CCc1nnc(Cc2c[nH]c3ccccc23)o1	-11%	0%	-3%	-8%	-1%	-2%	-17%	120%[activator]	9%
COc1ccc(/C=C(\NC(=O)c2ccc(C)cc2)C(=O)NCCCn2ccnc2)cc1	-19%	50%[activator]	-2%	-1%	50µM*	-3%	3%	42%[activator]	5%
O=C(Nc1ccccc1)N1CCCC(c2nc(-c3ccc(F)cc3)no2)C1 (stereo not drawn)	-8%	-2%	-5%	-12%	3%	-22%	3%	13%	23%
Cc1cc(N/N=C/c2ccc(Cl)cc2)nc(NCc2ccccc2)n1	-10%	-9%	1%	1%	?	2%	-6%	13%	7%[59 µM]
COC(=O)c1sc2ccccc2c1NC(=O)c1ccc(S(=O)(=O)N2CCCC(C)C2)cc1 (stereo not drawn)	-19%	-1%	-2%	-6%	3%	6%	-2%	117%[activator]	19%
COCCCn1c(C2CCCCC2)nc2oc3cc(OC)ccc3c(=O)c2c1=O	-11%	-7%	3%	0%	-2%	-15%	5%	1%	12%
CCCCc1nc2cc(C(=O)N3CCC[C@H]3CO)ccc2o1	-1%	11%	0%	3%	-4%[57.1 µM]	0%	-9%	25%	-6%
CCO[C@@H]1OC(C(=O)N2CCCCCCC2)=C[C@H](c2cn(C(C)=O)c3ccccc23)[C@H]1CCCO	-22%	2%	-2%	-9%	-21%	-15%	-18%	3%	8%[59 µM]
Cn1cnnc1SCC(=O)Nc1cc(C(F)(F)F)ccc1N1CCOCC1	-27%	2%	-1%	-4%	0%	-5%	-17%	44%[activator]	-5%
O=C(NCc1cccs1)C(=O)NCC1OCCCN1S(=O)(=O)c1ccccc1 (stereo not drawn)	-2%	10%	5%	-19%	1%	-3%	?	22%	-2%[59 µM]
COc1ccc2nc(/C=N/NC(=O)CCCCCNC(=O)OC(C)(C)C)ccc2c1	-12%	-2%	-8%	-5%	-11%	-6%	?	-13%	?
COc1ccc(CNC(=O)c2c([S-])n(-c3ccc(C)cc3)c3cccc[n+]23)cc1	-16%	-2%	-7%	-10%	·	-2%	8%	30%	4µM*
CC1COC(c2cccn2Cc2ccccc2Cl)=N1 (stereo not drawn)	-4%	2%	-5%	-11%	-28%	?	22%	6%	28%[0.501 µM]
Cc1ccc(NC(C)c2cc(Cl)ccc2O)cc1 (stereo not drawn)	-6%	5%	-19%	0%	50µM*	?	-19%	17%	-38%[59 µM]
COc1cccc(C2C(C(N)=O)=C(C)Nc3nc(-c4cccc(Cl)c4)nn32)c1 (stereo not drawn)	5%	14%	-3%	-6%	-3%	-15%	31%	13%	8%[59 µM]
O=C(O)CSc1nc2c(c(C(F)(F)F)n1)CCc1ccccc1-2	-8%	-8%	-4%	6%	-27%	-14%	-6%	64%[activator]	3%
O=C(Nc1cccc(C(F)(F)F)c1)C1CCN(S(=O)(=O)c2ccc(N3CCCC3=O)cc2)CC1	-3%	77%[activator]	-5%	-15%	25%	-4%	-17%	-13%	51%[activator]
CC1=NN(C(N)=S)C(=O)C1N=Nc1cccc(C(=O)O)c1 (stereo not drawn)	7%	-4%	-2%	-10%	-22%	-4%	16%	-2%	0.71µM*
Cc1ccc(C(C)NC(=O)c2ccco2)cc1C (stereo not drawn)	-8%	4%	1%	0%	5%	-10%	1%	-8%[58.9 µM]	20%[59 µM]
CCOC(=O)CN(Cc1ccccc1)C(C(=O)NC1CCCCC1)c1ccccc1 (stereo not drawn)	-12%	·	-2%	-15%	11%	61%[activator]	3%	-6%	9%[59 µM]
C/C(=N\NC(N)=S)c1ccccc1	9%	4%	0%	10%	-19%	-5%	-2%	7%	?
COc1ccc(OCC(=O)OC2CCN(C)CC2)cc1	-7%	12%	-4%	-3%	?	-2%	23%	9%	?

Four of the compounds above, field by field:
Molecule: Cc1ccc(C(C)NC(=O)c2ccco2)cc1C (stereo not drawn)
  POLH inh = -8%	APEX1 inh = 4%	BLM inh = 1%	Pol kappa inh = 0%	BAZ2B inh = 5%	Apoferritin bind = -10%	POLB inh = 1%	Pol iota inh = -8%[58.9 µM]	G9a block = 20%[59 µM]

Molecule: CCOC(=O)CN(Cc1ccccc1)C(C(=O)NC1CCCCC1)c1ccccc1 (stereo not drawn)
  POLH inh = -12%	APEX1 inh = ·	BLM inh = -2%	Pol kappa inh = -15%	BAZ2B inh = 11%	Apoferritin bind = 61%[activator]	POLB inh = 3%	Pol iota inh = -6%	G9a block = 9%[59 µM]

Molecule: C/C(=N\NC(N)=S)c1ccccc1
  POLH inh = 9%	APEX1 inh = 4%	BLM inh = 0%	Pol kappa inh = 10%	BAZ2B inh = -19%	Apoferritin bind = -5%	POLB inh = -2%	Pol iota inh = 7%	G9a block = ?

Molecule: COc1ccc(OCC(=O)OC2CCN(C)CC2)cc1
  POLH inh = -7%	APEX1 inh = 12%	BLM inh = -4%	Pol kappa inh = -3%	BAZ2B inh = ?	Apoferritin bind = -2%	POLB inh = 23%	Pol iota inh = 9%	G9a block = ?

(further entries)
SMILES	POLH inh	APEX1 inh	BLM inh	Pol kappa inh	BAZ2B inh	Apoferritin bind	POLB inh	Pol iota inh	G9a block
Cn1cc(C(=O)N2CCN(c3cccc(Cl)c3)CC2)c(=O)c2cc(S(=O)(=O)N3CCOCC3)ccc21	-11%	-3%	2%	-14%	-8%[57.1 µM]	-9%	16%	25%	1%
O=C(C1=C(O)C(=O)N(CCN2CCOCC2)C1c1ccc(F)cc1)c1cc2ccccc2o1 (stereo not drawn)	-3%	30%	-2%	-1%	-24%	-15%	20%	27%	35µM*
Cc1ccc(C)c(NC(=O)CSc2ncc3c(n2)-c2cc(Cl)ccc2N(Cc2ccccc2F)S3(=O)=O)c1	-12%	·	0%	-11%	0%	3%	-20%	-20%	0%[59 µM]
COc1ccc(NS(=O)(=O)c2cccc(C(=O)NNC(=O)c3ccc(Br)o3)c2)cc1	-8%	-5%	·	-5%	4%	·	·	-17%	-48%
COc1ccc(-c2cc(=O)c3cc(F)ccc3[nH]2)cc1	-4%	-4%[120 µM]	0%[120 µM]	-13%&-8%	6%	-6%[163 µM]	18%	?	?
CC(C)C(=O)NC(c1ccccc1Cl)c1c(O)ccc2ccccc12 (stereo not drawn)	-5%	-9%	-4%	-19%	7%	-2%	55%	-3%[58.9 µM]	6%
CCOc1cc(C(=O)N(C)CC(=O)Nc2cccc3ccccc23)ccc1OC	-24%	30%	·	2%	-3%	·	·	58%[activator]	?
Cc1nc2ccc(NC(=O)c3cccc(C(F)(F)F)c3)cc2o1	-19%	-4%	-3%	-19%	2%	-13%	-3%	-13%	-28%[59 µM]
Cc1cc2c(cc1Cl)C(c1ccccc1C)CC(=O)O2 (stereo not drawn)	·	-4%	-17%[75.6 µM]	-17%	·	?	·	·	86%[activator]
CCc1nnc(SCc2ccc(C(=O)OC)o2)n1N	-2%	-4%	-5%	-12%	8%	-8%	16%	8%	-38%
Cc1cccc(NS(=O)(=O)c2cccc(C(=O)N3CCCCCC3)c2)c1	-6%	2%	·	0%	-10%	·	·	11%	-1%
CCOC(=O)c1c(C)n(-c2ccccc2)c2ccc(OC(=O)COc3ccc(Cl)cc3)cc12	-9%	·	-4%	-2%	5%	3%	-1%	-9%	-41%[59 µM]
CCCCCCSc1cccc(-c2nc3ccc(Cl)cn3c2NCc2ccccc2)c1	-18%	44%[activator]	·	-9%	13%	·	·	8%	4%[2.33 µM]
CCOC(=O)/C(C#N)=C/c1c[nH]c2ccccc12	-20%	?	-2%&-1%	-10%	0%&-2%	-7%&3%	21%&-12%	-11%	-28%
COc1cc(NC(=O)COC(=O)/C=C/c2ccc(OC)c(OC)c2)cc(OC)c1	-20%	0%	-6%	-7%	-31%	-21%	1%	127%[activator]	-30%
NS(=O)(=O)c1ccc(CCNC(=O)C2CCN(S(=O)(=O)c3c(Cl)cccc3Cl)CC2)cc1	-16%	2%	1%	-12%	4%	-9%	23%	-13%	-8%[59 µM]
NC(=O)c1nsc(C(=O)N(CCc2ccccc2)C(C(=O)NC2CCCC2)c2ccco2)c1N (stereo not drawn)	-7%	-3%	-12%	-2%	-2%	-21%	1%	?	18%[2.33 µM]
O=C(Nc1ccc(NC(=O)C2CCCCC2)cn1)c1ccco1	14%	24%	-2%	-16%	9%	-13%	35%	8%	-1%
Cc1ccc(Cn2ccc(NC(=O)c3noc4c3CCCC4)n2)cc1	-5%	-1%	-3%	-9%	7%	-8%	1%	-4%	?
O=C(Nc1ccc(C2=NCCN2)cc1)c1ccc(Cl)c(C(=O)Nc2ccc(C3=NCCN3)cc2)c1	·	-1%	251%[activator]	·	-23%	-5%	50µM*	·	18µM*
CC(=O)Nc1nc2c(ncn2COCCOC(C)=O)c(=O)[nH]1	·	-1%	1%	·	0%	-4%	4%	·	10%[12.7 µM]
CN1CC(=O)N(CC(=O)Nc2ccc(N3CCOCC3)cc2)C1=O	7%	-3%	·	-2%	-7%	·	·	6%	-51%[2.33 µM]

From PubChem
